Screening results deposited in PubChem by National Center for Advancing Translational Sciences (NCATS).
JMJD2E inh: inhibitors of human JMJD2E histone demethylase. Potency, µM (series often up to 57.1 µM), without a hit: at the highest dose activity change, negative = inhibition, hits mostly inhibitors. B2RXH2. JMJD2E catalytic domain, FDH-coupled NADH fluorescence (FDH is formaldehyde dehydrogenase). actives 1.6% (n = 230,000); active = well fitted inhibition curve with a large enough effect, not every such curve was filed as active; inconclusive = small, poorly fitted or top-dose-only effect, or another doubt; inactive = no such curve, though single readings can be large or run the other way;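 note: 0% = wells with enzyme and -100% = buffer wells without enzyme; nearly all actives have a fitted effect of over 50% in size; many of its hits are not listed in these tables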
Target sequence (B2RXH2 1-337 limits assumed): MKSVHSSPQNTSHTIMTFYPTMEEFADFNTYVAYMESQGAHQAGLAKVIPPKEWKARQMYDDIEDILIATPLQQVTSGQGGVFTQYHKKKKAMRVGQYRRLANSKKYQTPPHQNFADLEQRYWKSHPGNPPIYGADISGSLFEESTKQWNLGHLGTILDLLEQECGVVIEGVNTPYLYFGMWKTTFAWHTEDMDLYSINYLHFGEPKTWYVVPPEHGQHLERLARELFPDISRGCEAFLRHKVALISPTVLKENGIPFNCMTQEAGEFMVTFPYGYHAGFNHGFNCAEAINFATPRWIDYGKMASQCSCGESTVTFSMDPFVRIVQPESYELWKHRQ
SMN2 splice enh: SMN2 splice variant enhancement | HEK293 SMN2-luciferase splicing reporter, luminescence, 30-36 h | Potency, µM (titrated, usually from 46.1 µM), for inactives: at the highest dose activity change, positive = activation, actives largely listed as activators | actives 2.8% (n = 210,000) | AID 1458; note: % of control where 0% means no effect; nearly all actives have a fitted effect of over 55% in size
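HEK293 cells carry an SMN2 […]–luciferase reporter in which exon 7 inclusion puts luciferase in frame. Cells were plated 10-12 h before compound addition, then incubated 30-36 h at 37C. ONE-Glo luminescence was read; sodium butyrate at 4.5 mM final served as control.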
Tau ThT inhib: blocks human tau fibril formation measured by thioflavin T | P10636 | recombinant tau K18 P301L, heparin-induced fibrillization, ThT fluorescence | Potency, µM (series often up to 57.4 µM), without a hit: at the highest dose activity, negative = inhibition, actives largely listed as inhibitors | actives 2.1% (n = 270,000); note: % is set by controls: 0 for no effect and ±100 for the full control effect; nearly all actives have a fitted effect of over 55% in size
Target sequence (P10636 561-689 P618L limits assumed): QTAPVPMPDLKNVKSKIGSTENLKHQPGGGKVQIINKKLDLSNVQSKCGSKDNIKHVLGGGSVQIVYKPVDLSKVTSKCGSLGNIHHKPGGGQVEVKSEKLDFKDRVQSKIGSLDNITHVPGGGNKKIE
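Using a mix of unlabeled (15 uM) and Alexa 594-labeled (0.24 uM) tau K18 P301L, heparin-triggered fibrillization over 6 hr at 37 C was scored by ThT fluorescence.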
Tau FP inhib: inhibitors of human tau fibril formation. K18 P301L tau heparin fibrillization, Alexa594 FP, 6 h. Potency, µM (series often up to 57.7 µM), inactives show at the top dose activity, negative = inhibition, hits mostly inhibitors. P10636. actives 0.39% (n = 280,000); note: % is set by controls: 0 for no effect and ±100 for the full control effect; nearly all actives have a fitted effect of over 55% in size
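Heparin (20 uM) drove fibril formation of recombinant tau K18 P301L, 15 uM unlabeled with 0.24 uM Alexa 594 label, for 6 hr at 37 C in 100 mM sodium acetate pH 7. Fluorescence polarization (555/632 nm) read 1 hr after 30 uM ThT.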
ALDH1A1 inh: blocks purified human ALDH1A1 activity; P00352; Purified ALDH1A1, NADH fluorescence, propionaldehyde substrate; Potency, µM (series often up to 75.3 µM), without a hit: top-dose activity, negative = inhibition, most hits filed as inhibitors; actives 7.3% (n = 220,000); AID 1030; active = well fitted inhibition curve with a large enough effect, not every such curve was filed as active; inconclusive = small, poorly fitted or top-dose-only effect, or another doubt; inactive = no such curve, though single readings can be large or run the other way;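 note: plate controls were no enzyme wells and a reference inhibitor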
Tau fluor cs: counter-screen for tau fibril formation inhibitors | Potency, µM (highest dose often 57.7 µM), without a hit: at the top dose activity change, negative = decrease | tau K18 P301L (four-repeat tau fragment) Alexa594 fluorescence, heparin fibrillization | actives 0.93% (n = 280,000); note: % is set by controls: 0 for no effect and ±100 for the full control effect; nearly all actives have a fitted effect of over 55% in size
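Human K18 P301L tau (15 uM unlabeled plus 0.24 uM Alexa 594-labeled, final) in 100 mM sodium acetate pH 7 was mixed with compound and 20 uM heparin and incubated 6 hr at 37 C.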
HTT aggregate: mutant huntingtin aggregation inhibition; actives 1.1% (n = 220,000); PC12 HttQ103-GFP aggregates, Acumen cytometry, 40 h; AID 1688; Potency, µM (highest dose often 46.1 µM), for the others: at the top dose activity change, negative = inhibition, actives largely listed as inhibitors; note: % is set by controls: 0 for no effect and ±100 for the full control effect; nearly all actives have a fitted effect of over 60% in size
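Multiplexed with ATP-based cell death, this channel scores GFP aggregates in PC12 cells expressing inducible HTTex1-Q103-GFP. Induction used 100 nM tebufenozide; compounds were tested in concentration series.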
HTT cytoprotect: protects HTT-Q103 PC12 cells, measured by ATP; Potency, µM (top dose mostly 56.4 µM), inactives show cytoprotection (ATP increase), hits mostly activators; actives 0.14% (n = 230,000); PC12 HTT-Q103 induced, cytoprotection, ATP luminescence, 40 h;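 note: % of control where 0% means no effect; nearly all actives have a fitted effect of over 45% in size; toxic huntingtin expression switched on by the ecdysone agonist tebufenozide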
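PC12 cells with ecdysone-inducible HTT exon 1 Q103-GFP, induced with 100 nM tebufenozide and co-treated with library compounds in a dose series (1536-well, 1500 cells/well). Cytoprotection read as ATP content by ATPlite luminescence.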
The depositor's hits bear a star; ? = inconclusive; / = not tested or not shown; [ ] = dose if it differs, or a comment. Unless noted, calls come from the whole dose curve; as a rule, active = well fitted curve in the direction sought with a large enough effect; inconclusive = small, poorly fitted or top-dose-only effect, or another doubt; inactive = no such curve, though single readings can be large; an effect the other way counts as inactive or inconclusive. Potency is the fitted concentration of half-maximal effect. Only part of the results is shown (hit frequency here may not be typical).

Below each compound – JMJD2E inh	SMN2 splice enh	Tau ThT inhib	Tau FP inhib	ALDH1A1 inh	Tau fluor cs	HTT aggregate	HTT cytoprotect
> CCn1nc(C)c(CNC(=O)CC2C(=O)NCCN2Cc2ccc(C)o2)c1C (stereo unspecified)
    -4%	7%	-7%	-2%	-2%	2%	6%[9.22 µM]	4%[10 µM]
> N#C/C(=C/c1ccc(N2CCOCC2)o1)C(=O)NC1CCCCC1
    ?	/	?	3%	6.3µM*	-26%	5%[9.22 µM]	-5%[10 µM]
> CC[C@H](C)C(=O)O[C@H]1C[C@H](O)C=C2C=C[C@H](C)[C@H](CC[C@@H](O)C[C@@H](O)CC(=O)O)[C@H]21
    9%	3%	-1%	-2%	7%	-1%	/	-15%
> O=C(O)CCCn1c(O)c(C=C2N=c3ccccc3=N2)sc1=S
    0%	/	?	-3%	/	-24%	8%[9.22 µM]	-1%[10 µM]
> S=C(NCCN1CCOCC1)NC1CCCCC1
    -2%	/	/	20%	/	-44%	12%[9.22 µM]	-6%[10 µM]
> Cc1ccc(NC(=O)Cc2ccc(Cl)c(Cl)c2)cc1S(=O)(=O)N(C)C
    -13%	-53%[inhibitor]	6%	?	?	?	?	16%[10 µM]
> CSC1=NCCN1C(=O)C12CC3CC(CC(C3)C1)C2
    2%	-5%	1%	-9%	?	2%	-3%	/
> COc1cc2c(cc1NC(=O)COc1ccc(Br)cc1)oc1ccccc12
    /	-2%	-10%	?	/	-14%	/	/
> COCCCn1c(=NC(=O)c2ccncc2)c(C#N)cc2c(=O)n3cccc(C)c3nc21
    ?	?	7%	-1%	?	-1%	-6%	-6%
> Cc1nnc(NCc2ccccc2)c2c1nnn2Cc1ccccc1Cl
    /	7%	10%	-2%	/	1%	/	/
> N#Cc1c(NC(=O)C2CC(Cl)=CCC2C(=O)O)sc2c1CCCCC2 (stereo unspecified)
    -7%	0%	-12%	1%	?	1%	19%[9.22 µM]	-18%[10 µM]
> CCOc1ccc(S(=O)(=O)NCc2cccnc2)cc1C
    14%	-38%[inhibitor]	-4%	0%	?	-1%	/	/
> CC1CCCN(CCC(=O)Nc2ccccc2)C1 (stereo unspecified)
    10%	/	-5%	4%	5%	-4%	0%[9.22 µM]	30%[10 µM]
> COC(=O)C1=CN(C(C)C)C=C(C(=O)OC)C1c1cccc(OC)c1
    ?	3%	0%	7%	?	-2%	6%	-2%
> Cc1nc(/N=C(\N)Nc2ccccc2)nc2ccccc12
    69%	24%	-2%	-7%	-8%	-10%	-23%	/
> CCCCSCCCNC(=O)CS(=O)Cc1nc(-c2cccc(C)c2)oc1C (stereo unspecified)
    -3%	-26%	?	19%	?	-4%	17%	-2%[1.9 µM]
> Cc1ccc(S(=O)(=O)N2CCN(C(=O)CCC(=O)NCCc3ccc(F)cc3)CC2)cc1
    7%	13%	2%	14%	-7%	2%	8%	-6%[10 µM]
> COc1ccc(NS(=O)(=O)c2ccc3nc(COc4ccc5ccccc5c4)[nH]c3c2)cc1
    0%	/	1%	-1%	-5%	-6%	-8%	-33%[10 µM]
> Cc1cccc(NC(=O)CCN2C(=O)c3ccccc3C2=O)n1
    8%	-26%	-7%	-1%	?	-8%	11%	-15%[10 µM]
> Cc1ccc(CCNC(=O)c2ccc(CSc3nc4ccncc4n3Cc3ccc(F)cc3)cc2)cc1
    /	-2%	0%	3%	/	-29%	/	/

Arranged by molar mass (rising): some entries from above.
Below each compound – JMJD2E inh	SMN2 splice enh	Tau ThT inhib	Tau FP inhib	ALDH1A1 inh	Tau fluor cs	HTT aggregate	HTT cytoprotect
> S=C(NCCN1CCOCC1)NC1CCCCC1
    -2%	/	/	20%	/	-44%	12%[9.22 µM]	-6%[10 µM]
> Cc1nc(/N=C(\N)Nc2ccccc2)nc2ccccc12
    69%	24%	-2%	-7%	-8%	-10%	-23%	/
> CSC1=NCCN1C(=O)C12CC3CC(CC(C3)C1)C2
    2%	-5%	1%	-9%	?	2%	-3%	/
> CCOc1ccc(S(=O)(=O)NCc2cccnc2)cc1C
    14%	-38%[inhibitor]	-4%	0%	?	-1%	/	/
> Cc1cccc(NC(=O)CCN2C(=O)c3ccccc3C2=O)n1
    8%	-26%	-7%	-1%	?	-8%	11%	-15%[10 µM]
> N#C/C(=C/c1ccc(N2CCOCC2)o1)C(=O)NC1CCCCC1
    ?	/	?	3%	6.3µM*	-26%	5%[9.22 µM]	-5%[10 µM]
> COC(=O)C1=CN(C(C)C)C=C(C(=O)OC)C1c1cccc(OC)c1
    ?	3%	0%	7%	?	-2%	6%	-2%
> Cc1nnc(NCc2ccccc2)c2c1nnn2Cc1ccccc1Cl
    /	7%	10%	-2%	/	1%	/	/
> N#Cc1c(NC(=O)C2CC(Cl)=CCC2C(=O)O)sc2c1CCCCC2 (stereo unspecified)
    -7%	0%	-12%	1%	?	1%	19%[9.22 µM]	-18%[10 µM]
> Cc1ccc(NC(=O)Cc2ccc(Cl)c(Cl)c2)cc1S(=O)(=O)N(C)C
    -13%	-53%[inhibitor]	6%	?	?	?	?	16%[10 µM]
> COc1cc2c(cc1NC(=O)COc1ccc(Br)cc1)oc1ccccc12
    /	-2%	-10%	?	/	-14%	/	/
> COCCCn1c(=NC(=O)c2ccncc2)c(C#N)cc2c(=O)n3cccc(C)c3nc21
    ?	?	7%	-1%	?	-1%	-6%	-6%
> COc1ccc(NS(=O)(=O)c2ccc3nc(COc4ccc5ccccc5c4)[nH]c3c2)cc1
    0%	/	1%	-1%	-5%	-6%	-8%	-33%[10 µM]
> Cc1ccc(S(=O)(=O)N2CCN(C(=O)CCC(=O)NCCc3ccc(F)cc3)CC2)cc1
    7%	13%	2%	14%	-7%	2%	8%	-6%[10 µM]
> Cc1ccc(CCNC(=O)c2ccc(CSc3nc4ccncc4n3Cc3ccc(F)cc3)cc2)cc1
    /	-2%	0%	3%	/	-29%	/	/

Back to the main list, repeating the two entries before the break.
Below each compound – JMJD2E inh	SMN2 splice enh	Tau ThT inhib	Tau FP inhib	ALDH1A1 inh	Tau fluor cs	HTT aggregate	HTT cytoprotect
> Cc1cccc(NC(=O)CCN2C(=O)c3ccccc3C2=O)n1
    8%	-26%	-7%	-1%	?	-8%	11%	-15%[10 µM]
> Cc1ccc(CCNC(=O)c2ccc(CSc3nc4ccncc4n3Cc3ccc(F)cc3)cc2)cc1
    /	-2%	0%	3%	/	-29%	/	/
> O=C(c1ccc(NC(=S)NCc2ccc(Cl)cc2)cc1)N1CCCCC1
    2%	-3%	-1%	?	?	?	-13%	/
> CC(O)Cc1cn(CC(=O)N2CCNCC2)nn1 (stereo unspecified)
    6%	/	-8%	-3%	/	-8%	-28%[9.22 µM]	-4%[10 µM]
> COc1ccc(C)cc1S(=O)(=O)N1CCCCCC1
    8%	/	/	-2%	/	11%	18%[9.22 µM]	6%[10 µM]
> Cc1ccsc1/C=N/NC(=O)Cc1cccn1C
    -29%	-1%	?	-5%	?	-24%	-1%	/
> COc1ccc(C(=O)Cn2nnc(-c3ccccc3NC(=O)c3ccco3)n2)cc1
    ?	-5%	0%	?	?	-24%	-11%	-23%
> O=C(NCC1CCCO1)c1onc(CSc2ccc(F)c(F)c2)c1C(=O)O (stereo unspecified)
    10%	-13%	-6%	-4%	5%	-1%	-7%	4%
> Cc1c(CN2CCCCC2C)c(=O)n(-c2ccccc2)n1C (stereo unspecified)
    1%	16%	-2%	-3%	7%	8%	-34%	-6%[10 µM]
> N/C(Cc1nc2ccccc2s1)=N\O
    -26%	/	?	-2%	/	-19%	-5%[9.22 µM]	-9%[10 µM]
> COc1ccc(NC(=O)CCS(=O)(=O)c2ccc3c(c2)CCCN3C(C)=O)cc1
    -3%	2%	-4%	7%	?	-3%	20%	-5%
> Cc1ccc(OCCCCn2ccnc2)c([N+](=O)[O-])c1
    -29%	/	1%	1%	1.6µM*	-3%	8%[9.22 µM]	9%[10 µM]
> O=C1CC(N2CCOCC2)C(=O)N1CCN1C(=O)CC(N2CCOCC2)C1=O (stereo unspecified)
    10%	1%	-4%	0%	1%	2%	-17%[9.22 µM]	-14%[10 µM]
